CBFb-SMMHC binding – inhibitors of RUNX1 Runt–CBFb-SMMHC binding, biochemical, TR-FRET (AID 1438). Runt-related transcription factor 1 (Homo sapiens) + Core-binding factor subunit beta …. TR-FRET Runt domain–CBFb-SMMHC binding, biochemical; higher % means a stronger effect. 2,200 compounds, 2% hits. inhibition, % at 20 µM; hits with a dose series show IC50 in µM; in the data active = inhibition from about 52%, or a potency from the dose series; inactive = the rest, 99 in 100 with inhibition below about 48%
* marks the source's active call; other numbers are inactive results. A portion of the library. The share of hits here may be higher or lower than overall.

(1) CN1CCc2c(sc(/N=C/c3cccs3)c2C(N)=O)C1
  CBFb-SMMHC binding: 10.4%

(2) CCCCn1c(O)c(/C=C/C=Nc2ccccc2)c(=O)[nH]c1=O
  CBFb-SMMHC binding: -62.0%

(3) Cc1nc(SCC(=O)Nc2nc3ccccc3s2)c(C#N)c(C)c1C
  CBFb-SMMHC binding: -2.0%

(4) OCCN1CCN(c2nc(-c3ccccc3)c3cc(Cl)ccc3n2)CC1
  CBFb-SMMHC binding: -3.3%

(5) CCOc1ccc(N=c2oc3cc(O)ccc3cc2C(=O)NCC2CCCO2)cc1 (configuration not stated)
  CBFb-SMMHC binding: 19.5%

(6) COc1ccc(OC)c(NC(=O)c2cc3oc4ccccc4c3cc2O)c1
  CBFb-SMMHC binding: -7.3%

(7) Cc1ccc(CNC(=O)c2cc3c(=O)n4ccccc4nc3n(CC3CCCO3)c2=N)cc1 (configuration not stated)
  CBFb-SMMHC binding: 36.3%

(8) CCOc1ccccc1N=c1oc2cc(O)ccc2cc1C(=O)NCC1CCCO1 (configuration not stated)
  CBFb-SMMHC binding: 32.8%

(9) Cc1c(Cc2ccccc2)c(NCCCO)n2c(nc3ccccc32)c1C#N
  CBFb-SMMHC binding: -4.8%

(10) COC(=O)c1c(/N=C/N(C)C)sc2c1CCN(c1ncc(C(F)(F)F)cc1Cl)C2
  CBFb-SMMHC binding: -19.8%

(11) COc1ccc(C2C3=C(CC(C)(C)CC3=O)Nc3c2c(=O)n(C)c(=O)n3C)cc1OC (configuration not stated)
  CBFb-SMMHC binding: -9.1%

(12) CCOC(=O)c1c(/N=C/N(C)C)sc(/C=N/Nc2ccccc2)c1-c1ccc(Cl)cc1
  CBFb-SMMHC binding: 9.3%

(13) Cc1ccc2[nH]cc(C(=O)CN3CCC4(CC3)OCCO4)c2c1
  CBFb-SMMHC binding: 2.6%

(14) C=CCn1c(=O)c(C#N)cc2c(=O)n3ccccc3nc21
  CBFb-SMMHC binding: 10.9%

(15) N#Cc1c(N)[nH]c(=S)c(C#N)c1-c1ccccc1
  CBFb-SMMHC binding: -64.2%

The list goes on (four carried over from the part before).
(12) CCOC(=O)c1c(/N=C/N(C)C)sc(/C=N/Nc2ccccc2)c1-c1ccc(Cl)cc1
  CBFb-SMMHC binding: 9.3%

(13) Cc1ccc2[nH]cc(C(=O)CN3CCC4(CC3)OCCO4)c2c1
  CBFb-SMMHC binding: 2.6%

(14) C=CCn1c(=O)c(C#N)cc2c(=O)n3ccccc3nc21
  CBFb-SMMHC binding: 10.9%

(15) N#Cc1c(N)[nH]c(=S)c(C#N)c1-c1ccccc1
  CBFb-SMMHC binding: -64.2%

(16) CCCc1c(C)c(C#N)c2nc3ccccc3n2c1NCCCN1CCOCC1
  CBFb-SMMHC binding: 11.6%

(17) CC(C)n1c(O)c(C2c3cc(Cl)ccc3Oc3[nH]c(=O)n(C(C)C)c(=O)c32)c(=O)[nH]c1=O (configuration not stated)
  CBFb-SMMHC binding: 0.8%

(18) CCc1ccc(-c2cn3nc(C)c(C)nc3n2)cc1
  CBFb-SMMHC binding: -18.0%

(19) O=C(Nc1nc2ccccc2s1)c1cc2c(s1)-c1ccccc1OC2
  CBFb-SMMHC binding: 27.9%

(20) CCOC(=O)c1sc(-c2ccc(Cl)cc2)nc1O
  CBFb-SMMHC binding: -7.6%

(21) N=c1c(C(=O)NCc2ccc(F)cc2)cc2c(=O)n3ccccc3nc2n1Cc1ccco1
  CBFb-SMMHC binding: 43.5µM*

(22) O=c1oc2ccc(Br)cc2cc1S(=O)(=O)c1ccc(F)cc1
  CBFb-SMMHC binding: -108.5%

(23) CCCn1c(-c2cccs2)nc2nc3ccccc3nc21
  CBFb-SMMHC binding: 26.9%

(24) COCCN1C=C(C(=O)OC)C(c2cc(Br)c(OC)c(OC)c2)C(C(=O)OC)=C1
  CBFb-SMMHC binding: 47.6%

(25) N=c1c(C(=O)NCc2ccc(F)cc2)cc2c(=O)n3ccccc3nc2n1CCCN1CCOCC1
  CBFb-SMMHC binding: 38.7%

(26) COc1cc(/C=C2\SC(c3ccccc3)=NC2=O)cc(Cl)c1O
  CBFb-SMMHC binding: -9.3%

(27) NS(=O)(=O)c1ccc(N/N=C/c2ccc(O)c(O)c2O)c([N+](=O)[O-])c1
  CBFb-SMMHC binding: -3.1%

(28) CCOC(=O)c1sc(-c2ccc(Cl)cc2Cl)nc1O
  CBFb-SMMHC binding: 3.8%

(29) N#CC1=C(N)SC(N)=C(C#N)C1c1cccc(Oc2ccccc2)c1
  CBFb-SMMHC binding: -36.6%

Taken from above:
compound 18 – CBFb-SMMHC binding: -18.0%
compound 21 – CBFb-SMMHC binding: 43.5µM*
compound 23 – CBFb-SMMHC binding: 26.9%
compound 29 – CBFb-SMMHC binding: -36.6%
compound 28 – CBFb-SMMHC binding: 3.8%

Entries above that contain an aryl methoxy group, in the order listed:
(6) COc1ccc(OC)c(NC(=O)c2cc3oc4ccccc4c3cc2O)c1
  CBFb-SMMHC binding: -7.3%

(11) COc1ccc(C2C3=C(CC(C)(C)CC3=O)Nc3c2c(=O)n(C)c(=O)n3C)cc1OC (configuration not stated)
  CBFb-SMMHC binding: -9.1%

(24) COCCN1C=C(C(=O)OC)C(c2cc(Br)c(OC)c(OC)c2)C(C(=O)OC)=C1
  CBFb-SMMHC binding: 47.6%

(26) COc1cc(/C=C2\SC(c3ccccc3)=NC2=O)cc(Cl)c1O
  CBFb-SMMHC binding: -9.3%

Bioassay records from PubChem BioAssay.
